APEX1 inh: inhibitors of human APE1 endonuclease. P27695. Potency, µM (titrated, usually from 65.8 µM), for inactives: at the highest dose activity change, negative = inhibition, usual class: inhibitors. recombinant APE1, TAMRA/BHQ-2 abasic DNA cleavage fluorescence. 0.35% of 350,000 active;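 note: potency is the fitted concentration of half-maximal effect; plate controls were vehicle for no effect and reference inhibitor for full effect; nearly all actives have a fitted effect of over 55% in size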
Target sequence (P27695 whole entry, looked up): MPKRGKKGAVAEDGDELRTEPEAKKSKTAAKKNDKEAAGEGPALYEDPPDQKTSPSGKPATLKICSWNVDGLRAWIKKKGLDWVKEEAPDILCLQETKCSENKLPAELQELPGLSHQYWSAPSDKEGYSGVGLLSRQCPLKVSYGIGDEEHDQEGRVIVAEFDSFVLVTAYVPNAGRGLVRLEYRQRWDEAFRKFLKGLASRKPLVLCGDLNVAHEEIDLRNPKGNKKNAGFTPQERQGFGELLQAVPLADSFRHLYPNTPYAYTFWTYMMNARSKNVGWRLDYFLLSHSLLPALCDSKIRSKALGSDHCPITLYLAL
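APE1 at 0.75 nM preincubated 15 min at room temperature with compound. Reaction then started with 50 nM double-stranded THF-abasic substrate labelled with TAMRA/BHQ-2, and 525/598 nm fluorescence read kinetically. Activity taken as third-minus-first read difference, normalized to DMSO and NSC13755 controls.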
RXFP1 antag: blocks the human relaxin receptor RXFP1; Q9HBX9; HEK293-RXFP1, relaxin-stimulated cAMP HTRF, 30 min; active compounds read low; activity change, negative = inhibition, % at 57.5 µM; 0.59% of 350,000 active;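 active = activity change of -60% or lower, but not beyond a set lower limit; inconclusive = change between -60% and -40%, or beyond the set limit; inactive = change above -40%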
BLM helicase inh: inhibitors of human Bloom syndrome helicase BLM; recombinant BLM DNA unwinding, fluorescence dequenching; 0.2% of 350,000 active; AID 2528; Potency, µM (highest dose often 56.1 µM), without a hit: at the top dose activity change, negative = inhibition, usual class: inhibitors;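 note: potency is the fitted concentration of half-maximal effect; plate controls were vehicle for no effect and no enzyme for full effect; nearly all actives have a fitted effect of over 35% in size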
PGK inhibitor: inhibitors of T. brucei phosphoglycerate kinase. 0.043% of 380,000 active. PGK/GAPDH coupled, Kinase-Glo luminescence, 60 min. AID 602233. P07378. Potency, µM (series often up to 57.5 µM), for inactives: top-dose activity change, negative = inhibition, hits mostly inhibitors; note: potency is the fitted concentration of half-maximal effect; nearly all actives have a fitted effect of over 60% in size
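Luminescent ATP detection (Kinase-Glo Plus) follows a 60-minute room-temperature incubation, with wells lacking PGK as controls. Buffer: 100 mM TEA (pH 7.6), 5 mM MgCl2, 0.01% Tween-20. Coupling enzyme GAPDH (100 nM final) supplies unstable 1,3-BPG in-well.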
Pol kappa inh: DNA polymerase kappa (human) inhibition; Q9UBT6; purified Pol kappa, fluorescent DNA synthesis assay, 10 min; Potency, µM (top dose mostly 107 µM), inactives show at the highest dose activity, negative = inhibition, usual class: inhibitors; 0.53% of 400,000 active; AID 588579; note: potency is the fitted concentration of half-maximal effect
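Inhibition of 10 nM Pol kappa is measured by a fluorescent read-out at 0 and 10 min following addition of 50 nM substrate (final), with a 15-min room-temperature compound preincubation.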
Pol eta inh: inhibitors of human DNA polymerase eta; Q9Y253; recombinant Pol eta, fluorescent DNA replication assay; Potency, µM (top dose mostly 114 µM), for the others: at the top dose activity change, negative = inhibition, most hits filed as inhibitors; 1.2% of 390,000 active; note: potency is the fitted concentration of half-maximal effect
Target sequence (Q9Y253 whole entry, looked up): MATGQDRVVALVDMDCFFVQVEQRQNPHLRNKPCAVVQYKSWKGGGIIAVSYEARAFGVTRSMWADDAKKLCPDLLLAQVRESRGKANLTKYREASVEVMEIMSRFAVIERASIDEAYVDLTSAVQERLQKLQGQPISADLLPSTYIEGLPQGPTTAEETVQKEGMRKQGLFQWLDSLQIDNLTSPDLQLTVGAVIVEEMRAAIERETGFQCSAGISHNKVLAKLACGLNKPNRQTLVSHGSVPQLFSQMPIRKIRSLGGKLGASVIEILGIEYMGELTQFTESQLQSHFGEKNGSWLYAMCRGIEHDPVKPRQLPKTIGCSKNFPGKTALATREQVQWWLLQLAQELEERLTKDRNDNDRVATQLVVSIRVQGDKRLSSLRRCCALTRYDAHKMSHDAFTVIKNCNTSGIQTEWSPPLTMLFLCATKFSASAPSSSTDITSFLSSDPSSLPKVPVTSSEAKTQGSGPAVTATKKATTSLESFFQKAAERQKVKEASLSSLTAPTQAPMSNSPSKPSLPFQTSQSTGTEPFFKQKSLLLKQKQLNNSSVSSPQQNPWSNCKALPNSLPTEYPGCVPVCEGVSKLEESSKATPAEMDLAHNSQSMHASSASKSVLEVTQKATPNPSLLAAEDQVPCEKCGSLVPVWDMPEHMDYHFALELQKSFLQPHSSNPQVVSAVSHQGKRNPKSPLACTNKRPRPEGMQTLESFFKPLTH
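Pol eta (10 nM) was preincubated with compounds for 15 min at room temperature, after which fluorescent replication substrate (50 nM final) was added to start the reaction. Fluorescence was read kinetically at 0 and 10 min.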
Starred values were filed as active, the others as inactive; i = inactive; ? = inconclusive; / = not tested or not shown; [ ] = remark or other dose. Unless noted, calls come from the whole dose curve; as a rule, active = well fitted curve in the direction sought with a large enough effect; inconclusive = small, poorly fitted or top-dose-only effect, or another doubt; inactive = no such curve, though single readings can be large; an effect the other way counts as inactive or inconclusive. Unless noted, % is set by controls: 0 for no effect and ±100 for the full control effect.

SMILES	APEX1 inh	RXFP1 antag	BLM helicase inh	PGK inhibitor	Pol kappa inh	Pol eta inh
COc1nn(CSP(=S)(OC)OC)c(=O)s1	/	40	/	/	/	/
Nc1ccccc1C(=O)OCC(O)CO (stereo not given)	/	-3	/	/	/	/
Cc1nc2ccccc2c(=O)n1-c1ccccc1Cl	/	8	/	/	/	/
CC(C)(C)NC[C@H](O)c1ccc(O)cc1Cl	/	2	/	/	/	/
COc1cc(CCN)cc(OC)c1OC	/	-2	/	/	/	/
CCC(C)C(C)(COC(N)=O)COC(N)=O (stereo not given)	/	3	/	/	/	/
CN1CCC(N(Cc2ccccc2)c2ccccc2)CC1	/	-7	/	/	/	/
Nc1c(Cl)c(Cl)c(Cl)c(Cl)c1Cl	/	22	/	/	/	/
CC1=C(C(=O)O)N2C(=O)[C@@H](N)[C@H]2SC1	/	7	/	/	/	/
CN1C2CCC(C)(C)C1CC(OC(=O)C(O)(c1cccs1)c1cccs1)C2 (stereo not given)	/	6	/	/	/	/
Clc1ccccc1N1CCNCC1	/	9	/	/	/	/
O=S(=O)(O)C(F)(F)C(F)(F)C(F)(F)C(F)(F)F	/	19	/	/	/	/
CC(CC(C(N)=O)(c1ccccc1)c1ccccc1)N(C)C (stereo not given)	/	-10	/	/	/	/
CC(Cc1ccccc1)NCCCCl (stereo not given)	/	-7	/	/	/	/
CCCN(CCC)C(=O)Cc1c(-c2ccc(Cl)cc2)nc2ccc(Cl)cn12	/	-33	/	/	/	/
CCOC(=O)C(c1c(O)c2ccccc2oc1=O)c1c(O)c2ccccc2oc1=O	/	-17	/	/	/	/
CS(=O)(=O)c1ccc(C(=O)C2C(=O)CCCC2=O)c([N+](=O)[O-])c1	/	?	/	/	/	/
CCN1CCCC1CNC(=O)C(O)(c1ccccc1)c1ccccc1 (stereo not given)	/	5	/	/	/	/
CC1Sc2c(C(=O)O)c(=O)c3cc(F)c(N4CCNCC4)cc3n21 (stereo not given)	/	-3	/	/	/	/
O=C(N[C@H]1N=C(c2ccccc2F)c2cccc3c2N(CC3)C1=O)c1cc2ccccc2[nH]1	/	-23	/	/	/	/
O=[N+]([O-])c1c(Cl)c(Cl)cc(Cl)c1Cl	3%	12	/	/	/	/
c1cc2ccc3cccc4ccc(c1)c2c34	-1%	15	/	/	/	/
COCC(=O)N(c1c(C)cccc1C)C(C)C(=O)OC (stereo not given)	/	3	2%	/	-3%[19.4 µM]	/
COP(=S)(OC)Oc1ccc(S(=O)(=O)N(C)C)cc1	/	2	5%	/	-11%[60.1 µM]	/
CC[C@]1(O)CC[C@H]2[C@@H]3CCC4=CCCC[C@@H]4[C@H]3CC[C@@]21C	/	18	-2%	/	5%[19.4 µM]	/
CC(C)=CC1C(C(=O)OCN2C(=O)C3=C(CCCC3)C2=O)C1(C)C (stereo not given)	/	-95*	0%	/	-2%[19.4 µM]	/
CC(C)(N)Cc1ccc(Cl)cc1	/	14	-4%	/	-2%[60.1 µM]	/
CCCC1CCCCN1 (stereo not given)	/	12	-1%	/	-5%[19.4 µM]	/
CN1CCC(O)(c2ccc(F)cc2)C(C(=O)c2ccc(F)cc2)C1 (stereo not given)	/	-11	-1%	/	2%[19.4 µM]	/
Cn1c(CCCC(=O)O)nc2cc(N(CCCl)CCCl)ccc21	/	-10	4%	/	-7%[19.4 µM]	/
Cc1noc(C)c1COc1ccc(C(=O)NCC2(N(C)C)CCCCC2)cc1	/	5	/	0%	/	2%
O=S(=O)(c1ccc(Cl)cc1)N1Cc2ccccc2-n2nncc2C1	/	-4	/	-6%	/	-7%
Cc1ccc(-n2c(=S)[nH]c3ccc(C)cc3c2=O)cc1	/	-23	/	i	/	-1%
O=S1c2ccccc2-c2ccccc21	/	-7	/	-4%	/	-6%
CS(=O)(=O)c1ccc(C2=C(CNC(=O)c3cccs3)[C@H]3CC[C@@H](C2)N3CCOc2ccccc2)cc1	/	5	/	4%	/	-19%
CCOC(=O)c1cccc(C2=C(CNC(=O)c3cccnc3)[C@H]3CC[C@@H](C2)N3Cc2ccccc2)c1	/	7	/	7%	/	-6%
O=C(CCCc1ccc(N(CCCl)CCCl)cc1)NCc1ccccc1	/	9	/	-4%	/	-8%
CC(=O)NCC1=C(c2cccc3ccccc23)C[C@@H]2CC[C@H]1N2Cc1ccco1	/	3	/	i	/	-5%
O=C(NCC1=C(c2cccc3ccccc23)C[C@@H]2CC[C@H]1N2Cc1ccco1)c1ccc([N+](=O)[O-])cc1	/	5	/	i	/	-18%
COc1cccc(C2CCN(C)C2)c1 (stereo not given)	/	1	/	1%	/	-2%
COc1ccc(C(CC(=O)c2ccc3c(c2)OCO3)c2c(O)c3ccccc3oc2=O)cc1OC (stereo not given)	/	9	/	0%	/	1%
COc1ccc(NC(=O)N2Cc3ccccc3-n3nncc3C2)cc1	/	3	/	-2%	/	-6%
CN1CCN(C(=O)COc2ccc(S(=O)(=O)Nc3ccc(Cl)cc3)cc2)CC1	/	-1	/	-5%	/	3%
Cn1cc(C=O)c2nccnc21	/	3	/	i	/	-4%
C[C@@H]1CN([C@H](C)CO)C(=O)CCCn2nncc2CO[C@H]1CN(C)C(=O)Oc1ccccc1	/	5	/	i	/	-13%
c1ccc(N2Cc3ccccc3-n3nncc3C2)nc1	/	1	/	-6%	/	-1%
O=S(=O)(c1cccc2ccccc12)N1Cc2ccccc2-n2nncc2C1	/	-7	/	1%	/	-12%
CN1OC[C@@H]2CN[C@H](c3ccc(Br)cc3)C[C@@H]21	/	-1	/	2%	/	-7%
N#Cc1ccc(NC(=S)N2Cc3ccccc3-n3nncc3C2)cc1	/	3	/	-10%	/	-18%
CS(=O)(=O)c1ccc(C2=C(CNC(=O)c3ccc([N+](=O)[O-])cc3)[C@H]3CC[C@@H](C2)N3Cc2ccccc2)cc1	/	5	/	4%	/	-10%
O=C(c1ccco1)N1Cc2ccccc2-n2nncc2C1	/	-4	/	3%	/	-5%
CCOC(=O)CC1c2ccccc2-n2nncc2CN1CC1CCCCC1 (stereo not given)	/	-9	/	0%	/	-19%
CS(=O)(=O)c1ccc(C2=C(CNC(=O)c3cccnc3)[C@H]3CC[C@@H](C2)N3Cc2ccco2)cc1	/	11	/	-7%	/	-17%
Clc1cccc(Cl)c1NC1=NCCS1	/	2	/	-4%	/	-2%
CS(=O)(=O)c1ccc(C2=C(CNC(=O)c3nccs3)[C@H]3CC[C@@H](C2)N3CCOc2ccccc2)cc1	/	9	/	1%	/	-9%
Cc1ccc2n1Cc1cnnn1-c1ccccc1-2	/	7	/	-5%	/	-20%
COc1ccccc1CN1CCNCC1	/	-2	/	-5%	/	-13%
N#CC1c2ccccc2C=CN1C(=O)c1ccc(N(CCCl)CCCl)cc1 (stereo not given)	/	0	/	-2%	/	0%
CS(=O)(=O)c1ccc(C2=C(CNC(=O)c3cccs3)[C@H]3CC[C@@H](C2)N3Cc2ccco2)cc1	/	10	/	1%	/	0%
C1CN(P2(N3CC3)=NP(N3CC3)(N3CC3)=NP(N3CC3)(N3CC3)=N2)CCO1 (stereo not given)	/	4	/	i	/	-19%

Some of the entries above in another layout.
| canonical_smiles | APEX1 inh | RXFP1 antag | BLM helicase inh | PGK inhibitor | Pol kappa inh | Pol eta inh |
| --- | --- | --- | --- | --- | --- | --- |
| Cn1cc(C=O)c2nccnc21 | / | 3 | / | i | / | -4% |
| C[C@@H]1CN([C@H](C)CO)C(=O)CCCn2nncc2CO[C@H]1CN(C)C(=O)Oc1ccccc1 | / | 5 | / | i | / | -13% |
| c1ccc(N2Cc3ccccc3-n3nncc3C2)nc1 | / | 1 | / | -6% | / | -1% |
| O=S(=O)(c1cccc2ccccc12)N1Cc2ccccc2-n2nncc2C1 | / | -7 | / | 1% | / | -12% |
| CN1OC[C@@H]2CN[C@H](c3ccc(Br)cc3)C[C@@H]21 | / | -1 | / | 2% | / | -7% |
| N#Cc1ccc(NC(=S)N2Cc3ccccc3-n3nncc3C2)cc1 | / | 3 | / | -10% | / | -18% |
| CS(=O)(=O)c1ccc(C2=C(CNC(=O)c3ccc([N+](=O)[O-])cc3)[C@H]3CC[C@@H](C2)N3Cc2ccccc2)cc1 | / | 5 | / | 4% | / | -10% |
| O=C(c1ccco1)N1Cc2ccccc2-n2nncc2C1 | / | -4 | / | 3% | / | -5% |
| CCOC(=O)CC1c2ccccc2-n2nncc2CN1CC1CCCCC1 (stereo not given) | / | -9 | / | 0% | / | -19% |
| CS(=O)(=O)c1ccc(C2=C(CNC(=O)c3cccnc3)[C@H]3CC[C@@H](C2)N3Cc2ccco2)cc1 | / | 11 | / | -7% | / | -17% |
| Clc1cccc(Cl)c1NC1=NCCS1 | / | 2 | / | -4% | / | -2% |
| CS(=O)(=O)c1ccc(C2=C(CNC(=O)c3nccs3)[C@H]3CC[C@@H](C2)N3CCOc2ccccc2)cc1 | / | 9 | / | 1% | / | -9% |
| Cc1ccc2n1Cc1cnnn1-c1ccccc1-2 | / | 7 | / | -5% | / | -20% |
| COc1ccccc1CN1CCNCC1 | / | -2 | / | -5% | / | -13% |
| N#CC1c2ccccc2C=CN1C(=O)c1ccc(N(CCCl)CCCl)cc1 (stereo not given) | / | 0 | / | -2% | / | 0% |
| CS(=O)(=O)c1ccc(C2=C(CNC(=O)c3cccs3)[C@H]3CC[C@@H](C2)N3Cc2ccco2)cc1 | / | 10 | / | 1% | / | 0% |

The list goes on.
SMILES	APEX1 inh	RXFP1 antag	BLM helicase inh	PGK inhibitor	Pol kappa inh	Pol eta inh
CCOC(=O)c1cccc(C2=C(CNC(=O)c3ocnc3C)[C@H]3CC[C@@H](C2)N3Cc2ccccc2)c1	/	3	/	6%	/	-7%
CC(=O)Nc1ccc(S(=O)(=O)N2Cc3ccccc3-n3nncc3C2)cc1	/	-5	/	5%	/	-11%
C=CCNC(=S)N1Cc2ccccc2-n2nncc2C1	/	4	/	-7%	/	1%
Cc1ccc(S(=O)(=O)Oc2ccccc2C=C2C(=O)NC(=O)NC2=O)cc1	/	1	/	-2%	/	-10%
COC(=O)C1=C(c2ccc(OCc3ccccc3)c(F)c2)C[C@@H]2CC[C@H]1N2C	/	3	/	4%	/	-13%
CC(C)c1ccc(C(c2c(O)c3ccccc3oc2=O)c2c(O)c3ccccc3oc2=O)cc1	/	-20	/	-19%	/	22µM*
CC1CC2CC(=O)CCC2(C)C2CCC3(C)C(O)CCC3C12 (stereo not given)	/	4	/	5%	/	-12%
Nc1cccc(SC2CC(=O)N(c3ccc(Cl)cc3C(=O)c3ccccc3)C2=O)c1 (stereo not given)	/	8	/	-5%	/	-1%
C[C@@H]1CN([C@@H](C)CO)C(=O)CCCn2nncc2CO[C@H]1CN(C)C(=O)Oc1ccc2ccccc2c1	/	1	/	-6%	/	-9%
O=C(O)c1nn(Cc2ccc(Cl)cc2)c2ccccc12	/	0	/	-9%	/	3%
Cc1ccc(-n2c(=S)[nH]c3ccccc3c2=O)cc1F	/	-8	/	i	/	0%
Nc1cc(C(=O)Nc2ccccc2F)ccc1N1CC2CC(C1)c1cccc(=O)n1C2 (stereo not given)	/	1	/	i	/	-11%
C[C@H]1CN([C@@H](C)CO)C(=O)CCCn2nncc2CO[C@H]1CN(C)C(=O)Oc1ccc2ccccc2c1	/	-14	/	2%	/	-2%
CC1(CCCc2ccc(N(CCCl)CCCl)cc2)NC(=O)NC1=O (stereo not given)	/	-6	/	8%	/	-16%
COc1ccc(OC(=O)N(C)C[C@@H]2OCc3cnnn3CCCC(=O)N([C@@H](C)CO)C[C@@H]2C)cc1	/	4	/	-2%	/	-18%
CC(=CCOc1ccc2ccc(=O)oc2c1)C1=CC(=O)C(C)(C)O1	/	1	/	i	/	-12%

Bioassay records from PubChem.

Only part of the results is shown; count on the stated rates, not on these rows.
